Compound activity deposited in PubChem by several laboratories.
MC4R antagonist: blocks human MC4R cAMP signaling. MC4R-expressing cells, MTII-stimulated cAMP, LANCE TR-FRET. AID 540295. 360,000 tested, 0.48% active. inhibition, % at 6.5 µM;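 active = inhibition above its plate's cutoff, the mean of tested wells on that plate plus 3 SD, cut at about 29% in these data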;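 also: 0% = Melanotan II alone and 100% = Melanotan II plus saturating MCL0020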
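Assay system: U2OS-MC4R stable cell line; Also added: Melanotan II; Technique: Eu-cAMP/anti-cAMP TR-FRET, emission 671 nm; Times: 30-min compound, 1-h challenge, 1-h detection, room temperature.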
CaV13 FRET inh: Primary screen for inhibitors of IQ motif and Ca2+-dependent inactivation inhibitor domain binding in CACNA1D, Förster resonance energy transfer in living cells, … | HEK cells, CFP/YFP FRET ICDI-IQ, plate reader, 10 min; percent FRET-ratio fall versus neutral wells | 340,000 tested, 0.098% active | inhibition, % at 12.3 µM;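 active = mean replicate inhibition of at least 30% and at least 1% of replicates passing that level; inconclusive = only one of the two criteria is met; inactive = neither criterion is met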;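 also: 0% = median of the neutral control wells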
Glyco luc inh: blocks N-linked glycosylation in D54 reporter cells | D54 ERlucT glycosylation luciferase reporter, 24 h; percent of 100 nM tunicamycin response | reporter increase, % at 12.5 µM | 360,000 tested, 0.23% active | AID 588692;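 active = mean luciferase reporter signal, scaled so untreated is 0 and the glycosylation-blocking control 100, at or above a set limit in every replicate; inconclusive = mean reaches the limit but not every replicate does; inactive = mean below the limit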;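 also: luciferase carries N-glycosylation sites so blocking glycosylation raises the light; 0% = median of neutral control wells and 100% = median of 100 nM tunicamycin wells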
PDI inh: inhibitors of human protein disulfide isomerase. P07237. PDI insulin aggregation turbidity, A650, 90 min. inhibition, % at 10 µM. 350,000 tested, 0.052% active;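 active = mean inhibition across replicates of 30% or more, whatever share of single replicates reach that level; inconclusive = mean inhibition below 30% while every single replicate reaches 30%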;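 also: absorbance from insulin aggregation driven by PDI reduction with DTT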
MC4R ag barr: agonists of human melanocortin 4 receptor (MC4R) beta-arrestin; P32245; U2OS MC4R beta-arrestin complementation, luminescence; percent of melanotan II response, DMSO zero; activation, % at 8.9 µM; 360,000 tested, 0.98% active; AID 540308;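 active = activation above a per-plate cutoff, the mean activation of sample wells on that plate plus 3 SD, cut at about 8% in these data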
HTR2A ag: mouse HTR2A agonism via beta-arrestin recruitment | AID 624169 | P35363 | activation, % at 7.6 µM | CHO-K1 mHTR2A beta-arrestin complementation, luminescence; percent of 30 µM serotonin response | 360,000 tested, 0.66% active;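 active = activation above a run cutoff, the mean activation of all tested compounds plus 3 SD, cut at about 14% in these data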;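 also: 0% = plate median of compound wells and 100% = 30 µM serotonin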
H9c2 protect: myocardial damage modulation in H9c2 cells. H9c2 cardiomyocytes, H2O2 injury protection, ATPLite, 2 h. protection from H2O2 cell death, % at 20 µM. 360,000 tested, 0.63% active;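 active = compounds giving at least 50% protection of heart cells from peroxide-induced death in the single-dose screen, raw or plate-pattern-corrected value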;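 also: 0% = DMSO wells with peroxide and 100% = DMSO wells without peroxide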
ABCB6 inh MLPCN: human ABCB6 transporter inhibition; fluorescence ratio to DMSO, % at 10 µM; 360,000 tested, 0.19% active; AID 602162; K562-ABCB6 porphyrin accumulation, flow cytometry, 1 h; hits give low values;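 active = fluorescence ratio to DMSO below 75%, the collection mean minus 3 SD; inconclusive = too few cells collected in the well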;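 also: signal is porphyrin accumulated inside mitochondria; 100% equals median channel fluorescence of DMSO control wells; lower ratio means ABCB6 inhibition with less porphyrin fluorescence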
Target sequence (Q9NP58 whole entry, looked up): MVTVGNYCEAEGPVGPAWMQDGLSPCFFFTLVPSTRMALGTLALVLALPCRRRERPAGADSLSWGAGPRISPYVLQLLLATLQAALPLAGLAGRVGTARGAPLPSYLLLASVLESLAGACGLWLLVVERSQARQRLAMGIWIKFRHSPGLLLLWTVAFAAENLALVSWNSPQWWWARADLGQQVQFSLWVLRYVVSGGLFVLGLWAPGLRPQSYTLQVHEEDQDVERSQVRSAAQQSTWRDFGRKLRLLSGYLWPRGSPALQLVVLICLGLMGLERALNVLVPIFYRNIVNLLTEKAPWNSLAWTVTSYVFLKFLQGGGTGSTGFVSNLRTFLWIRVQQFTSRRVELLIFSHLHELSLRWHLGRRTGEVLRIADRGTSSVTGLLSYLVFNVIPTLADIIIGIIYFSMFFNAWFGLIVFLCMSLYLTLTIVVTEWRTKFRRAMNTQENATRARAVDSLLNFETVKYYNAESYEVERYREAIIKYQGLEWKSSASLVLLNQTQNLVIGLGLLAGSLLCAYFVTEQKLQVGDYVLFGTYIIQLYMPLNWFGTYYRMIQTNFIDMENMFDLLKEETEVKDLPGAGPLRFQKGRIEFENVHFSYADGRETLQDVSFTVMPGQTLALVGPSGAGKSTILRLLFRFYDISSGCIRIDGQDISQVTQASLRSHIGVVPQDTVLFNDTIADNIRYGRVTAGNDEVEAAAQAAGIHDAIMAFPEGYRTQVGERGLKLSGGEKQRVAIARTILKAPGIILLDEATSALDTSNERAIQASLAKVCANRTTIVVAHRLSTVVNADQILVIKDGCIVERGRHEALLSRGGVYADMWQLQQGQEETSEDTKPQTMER
aDG glyco up: increases alpha dystroglycan glycosylation; Pro5-aDG cells, alpha-DG glycosylation AlphaScreen (IIH6); 0% Pro5, 100% B10-LARGE cell signal; activation, % at 10 µM; 360,000 tested, 0.22% active; AID 624168;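 active = activation of at least 8% versus controls, or a plate z-score of at least 8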;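 also: Pro5 are CHO cells carrying HIG-tagged alpha-DG that lacks glycosylation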
Vif inh: blocks HIV Vif function; HEK293T cells, Vif self-association by quenched fluorescence, imaging, 24 h; inhibition, % at 7.49 µM; 340,000 tested, 0.35% active; AID 602346; in the data active = inhibition above about 50%, passing the limit was not always enough; inconclusive = no clear call, values can overlap the other calls; inactive = below about 31%; also: some results filed as inactive read as strong as hits
* = called active by the depositor; ? = inconclusive; nt = no result given. Compounds as they come (roughly 3.6% active in at least one column).

SMILES	MC4R antagonist	CaV13 FRET inh	Glyco luc inh	PDI inh	MC4R ag barr	HTR2A ag	H9c2 protect	ABCB6 inh MLPCN	aDG glyco up	Vif inh
Cc1cc(C(=O)N/N=C/C=C/c2ccc([N+](=O)[O-])cc2)n[nH]1	-20	-5	0	6	-1.8	-3	2	92	0.5	0
Cc1ccc(S(=O)(=O)NCCSc2nnnn2-c2cc(C)ccc2C)cc1	8	-3	-4	3	5.5	-4	-24	96	0.3	-26
CCN1CCN(Cc2cc(=O)oc3ccc(Cl)cc23)CC1	0	-5	1	-1	0.1	4	2	98	0.1	3
CCOc1cc(C(=S)N2CCCCC2)ccc1OS(=O)(=O)c1ccc(Br)cc1	13	-6	-6	-3	-1.3	-4	-5	101	0.0	-41
Nc1cc(=O)nc(SCC(=O)NC2CCCCC2)n1-c1ccccc1	5	nt	3	6	2.1	-3	8	101	-0.3	-3
CCCCNC(=O)N1CCN(C(=O)c2ccco2)CC1	3	-7	1	3	-0.2	1	4	95	-0.2	4
Cc1ccc(NC(=O)CN(C)C(=O)c2cc(S(=O)(=O)N(C)C)ccc2N2CCCC2)cc1	8	-4	-1	20	-0.1	-4	-2	88	0.0	25
COc1ccc(N(CC(=O)N2CCC(C)CC2)S(=O)(=O)c2c(C)nn(C)c2C)cc1	-1	-6	0	nt	2.5	5	3	96	0.0	0
CCCCCCn1cc(CN2CC(N3CCCCC3)CS2(=O)=O)nn1 (stereo not drawn)	nt	-5	nt	nt	nt	16*	nt	104	0.3	nt
Cc1cc(C)nc(SCC(=O)NC2CCCC2)n1	7	-7	-1	1	1.1	1	0	99	0.0	0
Cn1c(=O)[nH]c(NC2CCCCC2)c(N=O)c1=O	-10	-2	1	-2	2.4	3	2	98	0.0	-15
C/C=C/Cn1c(N(C)Cc2ccccc2)nc2c1c(=O)[nH]c(=O)n2C	3	-5	1	-19	0.5	-4	2	96	0.0	1
CC12CCCCC1NS(=O)(=O)OC2 (stereo not drawn)	9	-6	1	-5	0.1	2	2	98	0.0	nt
CCCn1nc(C(=O)N2CCN(S(=O)(=O)c3ccc(C)c(C)c3)CC2)c2ccccc2c1=O	9	-3	-1	7	-2.6	-6	11	98	0.0	-6
CCOC(=O)c1ccc(NC(=O)c2cc(S(=O)(=O)N3CCOCC3)ccc2O)cc1	10	0	0	-2	1.3	8	-20	99	1.8	-8
Cc1cc(NC(=O)CSCC(=O)OCC(=O)c2ccc(Br)cc2)no1	16	-10	-1	-1	-0.2	6	-4	99	0.0	20
Cc1c(C(=O)NC2CCCc3ccccc32)oc2ccccc12 (stereo not drawn)	1	-5	-5	10	0.4	2	-9	99	0.0	-14
Cc1csc(-c2cnn(-c3ccccc3)c2NC(=O)c2ccc(C(F)(F)F)cc2)n1	0	nt	-7	-5	-1.3	-9	-6	103	0.0	0
Cc1cc(C)n2nc(SCC(=O)N(CCC#N)c3ccccc3F)nc2n1	0	-5	2	-5	-0.9	-2	6	97	0.7	-1
CCOC(=O)N1CCN(C(=O)c2ccc(N(Cc3ccccc3)S(C)(=O)=O)cc2)CC1	-6	-6	1	-10	-1.5	3	-2	96	0.1	-13

Pulled by structure from the list above, 7 records:
SMILES	MC4R antagonist	CaV13 FRET inh	Glyco luc inh	PDI inh	MC4R ag barr	HTR2A ag	H9c2 protect	ABCB6 inh MLPCN	aDG glyco up	Vif inh
C/C=C/Cn1c(N(C)Cc2ccccc2)nc2c1c(=O)[nH]c(=O)n2C	3	-5	1	-19	0.5	-4	2	96	0.0	1
Cc1cc(C(=O)N/N=C/C=C/c2ccc([N+](=O)[O-])cc2)n[nH]1	-20	-5	0	6	-1.8	-3	2	92	0.5	0
Cc1cc(C)nc(SCC(=O)NC2CCCC2)n1	7	-7	-1	1	1.1	1	0	99	0.0	0
CCCCCCn1cc(CN2CC(N3CCCCC3)CS2(=O)=O)nn1 (stereo not drawn)	nt	-5	nt	nt	nt	16*	nt	104	0.3	nt
Cn1c(=O)[nH]c(NC2CCCCC2)c(N=O)c1=O	-10	-2	1	-2	2.4	3	2	98	0.0	-15
Cc1c(C(=O)NC2CCCc3ccccc32)oc2ccccc12 (stereo not drawn)	1	-5	-5	10	0.4	2	-9	99	0.0	-14
CCOC(=O)c1ccc(NC(=O)c2cc(S(=O)(=O)N3CCOCC3)ccc2O)cc1	10	0	0	-2	1.3	8	-20	99	1.8	-8

The list continues.
SMILES	MC4R antagonist	CaV13 FRET inh	Glyco luc inh	PDI inh	MC4R ag barr	HTR2A ag	H9c2 protect	ABCB6 inh MLPCN	aDG glyco up	Vif inh
CC(=O)N/C(=C/c1ccc2c(c1)OCO2)C(=O)N1CCOCC1	19	-4	-1	6	-1.0	-2	1	97	0.0	-1
COc1ccc(NC(=O)CSCC(=O)Nc2ccccc2C(=O)N2CCCCC2)cc1	1	-4	-1	-1	-2.2	-3	2	92	0.1	0
CCn1c(=O)cc(SCC(=O)NCc2ccc(C)o2)c2ccccc21	-17	-9	11	2	-1.3	4	4	95	-0.3	17
CC(C)(C)c1ccc(C(=O)N2CCN(CCNC(=O)C(=O)NCc3ccccc3)CC2)cc1	3	-4	0	19	-1.1	-1	1	100	-0.3	-2
Oc1ccc(Cl)cc1CNc1ccccn1	6	-3	-2	0	1.8	-7	-4	99	-0.1	5
Cc1ccc(C2=NN(CC(=O)NCc3ccco3)C(=O)CC2)cc1	17	-4	1	4	0.0	-2	11	102	-0.1	-2
O=C(Nc1ccc(N2CCOCC2)cc1)C1CCN(S(=O)(=O)Cc2ccccc2)CC1	7	-16	9	-4	-0.2	-1	9	100	0.0	13
CCn1c(-c2cc(OC)c(OC)c(OC)c2)n[nH]c1=S	10	-5	1	-6	-1.6	1	-4	86	-0.1	nt
COc1cc(/C=C2\SC(=S)N(N3CCOCC3)C2=O)ccc1O	-8	-14	1	-2	-0.1	4	-1	100	0.1	-3
CCn1nc(C)cc1C(=O)N1CCCC(N(C)CCc2ccc(OC)c(OC)c2)C1 (stereo not drawn)	4	nt	1	-6	1.2	-10	0	94	-0.5	-5
COc1ccc(NC2CCCN(C(=O)CCN3CCOCC3)C2)cc1 (stereo not drawn)	5	-2	2	3	-1.1	6	4	96	0.6	-6
O=C(Nc1cccc(Cl)c1)c1cc2c(=O)n3ccccc3nc2s1	10	-5	1	2	-0.8	3	2	93	-0.3	nt
CCOC(=O)Cn1c(=O)oc2cc(S(=O)(=O)NCCC(C)C)ccc21	4	-6	-1	-9	0.1	-1	-4	102	-0.1	nt
O=C(CS(=O)(=O)Cc1ccccc1)NCc1ccccc1Cl	4	-2	-1	-5	-0.4	-4	1	102	-0.1	-17
CN(C(=O)c1cc(C(=O)N(C)c2ccccc2)cc([N+](=O)[O-])c1)c1ccccc1	2	-2	-1	-3	-0.4	6	3	97	0.1	-8
O=C(CSc1cccc[n+]1[O-])Nc1ccc(Br)cc1Br	1	-6	2	1	1.1	6	-8	105	-0.1	-1
COc1ccc(C(=O)C2CCCN(C(=O)c3ccnn3C)C2)c(C)c1 (stereo not drawn)	-1	-2	nt	5	-1.2	-5	-8	103	0.0	nt
O=C(NC1(Cc2ccccc2)CCN(Cc2ccc(-c3ccccc3)cc2)C1=O)c1ccccc1 (stereo not drawn)	17	-6	-3	1	-1.4	10	18	88	-0.2	-11
COc1cccc(-c2cc(C(=O)NCc3ccc(Cl)cc3)no2)c1	7	-9	-1	2	-0.2	-1	-6	83	0.0	20
COc1ccc(-c2cc(C(=O)Nc3cc(C)n(Cc4ccc(Cl)cc4)n3)no2)cc1OC	6	-7	-3	3	24*	2	-5	96	-0.1	-3
CCN(CC)S(=O)(=O)c1ccc(C)c(NC(=O)CN2C(=O)NC3(CCCC3)C2=O)c1	6	-4	0	-4	-2.3	-5	0	74*	-0.1	-10
CCc1ccc(C#CC2=CC(=O)CC(C)(C)C2)cc1	1	-3	-8	6	-0.9	-2	-26	100	0.1	1
CN(C)CCCN=Cc1c(-c2ccccc2)[nH]n(-c2nc3ccccc3s2)c1=O	7	-6	5	-3	-2.8	-3	-7	95	-0.4	13
CN(C(=O)c1ccc2ccccc2c1)c1ccccn1	0	-4	2	11	1.2	-2	0	98	-0.1	-8
CC(=O)Nc1ccc(NC(=O)C(C)OC(=O)c2ccc(N(C)C)cc2)cc1 (stereo not drawn)	4	-21	-3	1	1.1	0	0	98	0.0	?
Cc1cc(S(=O)(=O)NCCCN2CCOCC2)c(Cl)cc1Cl	6	-2	2	-1	1.5	-2	5	104	-0.1	1
CO/N=C(\Cn1ncc(NC2CCCCC2)c(Br)c1=O)c1ccc(Cl)cc1	11	nt	-5	1	1.3	-2	-7	97	0.0	1
CCN1CCS/C1=C/C=C/C1=[N+](CC)CCS1	-10	nt	8	0	0.3	1	-14	97	-0.1	1
CC1(C)CC(=O)C2=C(C1)OC(N)=C(C#N)C2C1C=CCCC1 (stereo not drawn)	8	-1	3	-1	-0.4	-4	-1	90	-0.2	-3
CC(=O)NC(Cc1c[nH]c2ccccc12)C(=O)NCCc1ccccn1 (stereo not drawn)	-6	-2	0	3	-1.6	-2	3	99	0.0	14
O=C(CSc1ccccc1)Nc1ccc(NC(=O)c2ccco2)cc1	14	-10	1	1	-1.4	-4	9	101	0.0	8
COc1ccc(S(=O)(=O)Nc2cccc(S(=O)(=O)N3CCCC3)c2)cc1OC	1	-2	-2	-7	-1.0	8	-3	99	0.1	1
Cc1ccc2nsnc2c1NC(=O)c1ccc2c(c1)OCCO2	5	-9	1	-8	-0.6	4	9	101	0.1	-4

Ordered by the number under Vif inh (smallest number first): some entries from above
Structure | Vif inh
CCc1ccc(C#CC2=CC(=O)CC(C)(C)C2)cc1 | 1
O=C(CSc1ccccc1)Nc1ccc(NC(=O)c2ccco2)cc1 | 8
CC(=O)NC(Cc1c[nH]c2ccccc12)C(=O)NCCc1ccccn1 (stereo not drawn) | 14
